# TDP1 block: blocks human tyrosyl-DNA phosphodiesterase 1 | Q9NUW8 | recombinant TDP1, AlphaScreen DNA substrate cleavage | Potency, µM (titrated, usually from 130 µM), inactives show at the highest dose activity change, negative = inhibition, actives largely listed as inhibitors | hit rate 0.28% among 350,000 | AID 485290; further: nearly all actives have a fitted effect of over 40% in size
# Target sequence (Q9NUW8 whole entry, looked up): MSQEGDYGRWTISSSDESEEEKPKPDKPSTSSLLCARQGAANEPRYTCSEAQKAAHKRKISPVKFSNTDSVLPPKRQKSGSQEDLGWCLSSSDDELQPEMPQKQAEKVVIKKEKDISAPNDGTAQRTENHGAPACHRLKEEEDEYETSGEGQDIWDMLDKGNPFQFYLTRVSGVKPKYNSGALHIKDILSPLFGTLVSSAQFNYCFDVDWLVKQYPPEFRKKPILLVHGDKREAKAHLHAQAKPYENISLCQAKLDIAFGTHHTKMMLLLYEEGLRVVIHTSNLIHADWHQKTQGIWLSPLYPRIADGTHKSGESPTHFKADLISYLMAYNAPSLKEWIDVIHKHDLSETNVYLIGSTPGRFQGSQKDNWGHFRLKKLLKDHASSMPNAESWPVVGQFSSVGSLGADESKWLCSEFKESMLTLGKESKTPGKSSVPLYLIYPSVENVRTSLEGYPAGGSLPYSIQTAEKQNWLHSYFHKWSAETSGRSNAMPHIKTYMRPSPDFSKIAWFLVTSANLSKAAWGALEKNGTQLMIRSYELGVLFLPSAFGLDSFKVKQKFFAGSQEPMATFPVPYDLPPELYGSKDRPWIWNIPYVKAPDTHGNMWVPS
#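 Enzyme-compound mixtures sat 15 min at room temperature, followed by a 5 min reaction with 15 nM final substrate and 10 min with AlphaScreen beads. Recombinant human Tdp1 was used at 1 nM final.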
# N370S GC mod: inhibitors or activators of N370S glucocerebrosidase for Gaucher disease; P04062; AID 2101; Potency, µM (series often up to 59.4 µM), for inactives: top-dose activity change, negative = inhibition, usual class: inhibitors; hit rate 0.092% among 330,000; N370S GC spleen homogenate, 4MU-glucoside fluorescence;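 further: 0% = full enzyme activity and -100% = no enzyme basal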
# FEN1 inhibitor: human FEN1 inhibition; Potency, µM (highest dose often 114 µM), for the others: at the top dose activity change, negative = inhibition, hits mostly inhibitors; Recombinant FEN1 flap cleavage, fluorescence, 15 min; hit rate 0.35% among 390,000; further: nearly all actives have a fitted effect of over 65% in size
# Target sequence (P39748 whole entry, looked up): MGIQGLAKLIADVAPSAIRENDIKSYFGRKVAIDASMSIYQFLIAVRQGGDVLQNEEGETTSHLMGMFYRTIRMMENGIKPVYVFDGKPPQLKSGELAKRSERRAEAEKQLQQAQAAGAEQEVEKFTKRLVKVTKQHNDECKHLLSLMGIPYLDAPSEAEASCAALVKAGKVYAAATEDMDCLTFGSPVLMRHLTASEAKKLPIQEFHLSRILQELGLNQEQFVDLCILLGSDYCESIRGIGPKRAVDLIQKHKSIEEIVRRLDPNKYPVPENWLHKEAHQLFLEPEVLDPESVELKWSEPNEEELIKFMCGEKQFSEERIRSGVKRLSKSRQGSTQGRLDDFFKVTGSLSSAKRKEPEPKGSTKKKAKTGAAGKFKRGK
#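 Read-out was taken twice, immediately and after 15 min, following addition of 50 nM substrate to 10 nM FEN1 that had sat with test compound for 15 min at room temperature. Curves came from a four-parameter Hill model.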
# An asterisk follows results filed as active; ? = inconclusive; · = not tested or not shown; & = joins results of further samples; [ ] = dose if it differs, or a comment. The call rests on the fitted dose curve; in most records, active means well fitted curve in the direction sought with a large enough effect; inconclusive means small, poorly fitted or top-dose-only effect, or another doubt; inactive means no such curve, though single readings can be large; an effect the other way counts as inactive or inconclusive. Unless noted, on the % scale 0 is the no-effect control and ±100 the full control effect; potency means the concentration at half of the fitted maximal effect. An unsorted share of the library. Share with any hit: about 0.53%.
SMILES	TDP1 block	N370S GC mod	FEN1 inhibitor
CSc1cccc(-n2c(C)cc(C(N)=O)c2C)c1	4%	-2%	-14%
CCOC(=O)CC1C(=O)NCCN1S(=O)(=O)c1cccc(C(F)(F)F)c1 (stereo not drawn)	2%	6%	-2%
CCOC(=O)c1ccccc1NC(=O)Cc1c(C(=O)O)n(C)c2ccccc12	·	24%	4%
COCCNC(=S)NC12CC3CC(CC(C3)C1)C2	2%	-6%	5%
CN(C)S(=O)(=O)c1ccc(NC(=O)c2cccnc2)cc1	-5%	-3%	-5%
COc1ccccc1OCCSc1nc2ccccc2n1CCC(=O)O	·	-9%	-3%
Cc1ccc2c(c1)c1c(n2C)C(=O)CCC1	5%	9%	-12%
Clc1ccc(C(Cn2ccnc2)OCc2c(Cl)cccc2Cl)c(Cl)c1 (stereo not drawn)	·	?	-18%
Cc1cc(NC(=O)CN2C(=O)NC(C)(c3ccccc3Cl)C2=O)no1 (stereo not drawn)	0%	·	-6%
Cc1nc2ccccc2c(=O)n1NCc1cccs1	2%	12%	-8%
Cc1ccc(S(=O)(=O)Nc2cccc(-c3ccc(N4CCCC4)nn3)c2)c(C)c1	8%	·	-3%
Cc1nc2cc(C(F)(F)F)ccc2n1CCNc1nc(-c2ccc(F)cc2)cs1	·	?	-5%
CCSC1=C(C#N)C(c2cccc(OC)c2)CC(=O)N1 (stereo not drawn)	3%	-2%	-2%
CCOc1ccc2oc(=O)cc(C)c2c1	-1%	0%	-10%
CCOC(=O)c1ccc(Nc2c(-c3ccc(O)cc3)nc3nc[nH]n23)cc1	8%	·	-8%
COc1ccc(S(=O)(=O)NCc2ccc3c(c2)OCO3)cc1C	0%	·	1%
CC(=O)Nc1sc(NC(=O)c2ccc(C)cc2)nc1-c1cccs1	4%[56.1 µM]	-4%	2%
C=CCN1C(=O)SC(Cc2cccc(OC)c2O)C1=O (stereo not drawn)	3%	-8%	-2%
COc1ccc(-c2nc(-c3ccccc3)ncc2S(C)(=O)=O)cc1	8%	-7%	5%
O=C1CC(c2ccccc2)CC(O)=C1C=NCCc1ccccc1 (stereo not drawn)	-1%	8%	12%
CC1CCN(C(=O)c2ccc(S(=O)(=O)N3CCCC3)cc2)CC1	1%	·	-3%
Cc1c(C(=O)Nc2ccncc2)oc2c1C(=O)CC(C)(C)C2	3%	-5%	1%
O=C(Cc1ccccc1)NCc1ccc2c(c1)OCO2	0%	13%	1%
O=C(NCC(c1ccc2c(c1)OCO2)N1CCOCC1)c1ccccc1 (stereo not drawn)	3%	·	7%
Cc1nc(SCc2ccc([N+](=O)[O-])cc2)nc2ccccc12	3%	2%	-20%
CCC(C)(C)NC(=O)CN(C(=O)c1csnn1)c1ccccc1-c1ccccc1	·	13%	1%
Cc1ccc(C(=O)N2CCN(S(=O)(=O)c3ccccc3C#N)CC2)cc1S(=O)(=O)N1CCOCC1	-2%	·	-13%
COc1ccc(CCN(C(=O)c2snc(C(N)=O)c2N)C(C(=O)NCC2CCCO2)c2ccc(F)cc2)cc1OC (stereo not drawn)	11%	0%	-2%
COCCNC(=O)CN(C)S(=O)(=O)c1ccc(Br)cc1	-3%	-1%	1%
S=c1[nH]nc(COc2ccc3c(c2)OCO3)n1-c1ccccc1	8%	1%	-7%

# Sorted by SMILES length (smallest number first): part of the list above.
SMILES	TDP1 block	N370S GC mod	FEN1 inhibitor
Cc1ccc2c(c1)c1c(n2C)C(=O)CCC1	5%	9%	-12%
COc1ccc(S(=O)(=O)NCc2ccc3c(c2)OCO3)cc1C	0%	·	1%
S=c1[nH]nc(COc2ccc3c(c2)OCO3)n1-c1ccccc1	8%	1%	-7%
O=C(NCC(c1ccc2c(c1)OCO2)N1CCOCC1)c1ccccc1 (stereo not drawn)	3%	·	7%
CCOC(=O)c1ccc(Nc2c(-c3ccc(O)cc3)nc3nc[nH]n23)cc1	8%	·	-8%
Cc1ccc(C(=O)N2CCN(S(=O)(=O)c3ccccc3C#N)CC2)cc1S(=O)(=O)N1CCOCC1	-2%	·	-13%

# (further entries)
SMILES	TDP1 block	N370S GC mod	FEN1 inhibitor
CCn1cc(CNCc2cn(-c3ccccc3C)nc2-c2ccc(OC)c(F)c2)cn1	-5%	15%	1%
O=C(Nc1cccc(Cl)c1)c1ccc(F)c(S(=O)(=O)NCc2ccc3c(c2)OCO3)c1	3%	8%	8%
O=C(c1ccc(Cl)cc1)N1CCN(c2ncccn2)CC1	·	-4%	5%
CC(C)NC[C@H](O)c1ccc2ccccc2c1	11%&3%[56.1 µM]	5%	·
CC(=O)N(/N=C/c1ccc(C)cc1)c1nc(CCl)cs1	5%	-8%	19%
Cc1sc2nc(-c3ccncc3)[nH]c(=O)c2c1-c1ccccc1	3%	1%	·
CC(C)CN1C(=O)/C(=C/c2cccs2)NC1=S	4%[56.1 µM]	28%	5%
CCn1cc(C(=O)N2CCN(c3cc(Cl)ccc3C)CC2)c2cc(OC)c(OC)cc2c1=O	11%	·	-7%
Cn1c(N)c(C(=O)COC(=O)c2ccc(Cl)c(S(=O)(=O)N3CCCC3)c2)c(=O)n(C)c1=O	0%	18%	15%
Cc1cccc(N(C(=O)c2csnn2)C(C(=O)NCc2ccccc2)c2cccs2)c1 (stereo not drawn)	2%	2%	-15%
Cn1c(N)c(C(=O)COC(=O)/C=C/c2ccc(Cl)cc2Cl)c(=O)n(C)c1=O	0%	·	4%
CCOC(=O)C(C)NC(=O)c1cn(-c2ccc(OC)cc2)c(=O)c2ccccc12 (stereo not drawn)	·	-6%	-3%
CCC(C(=O)OC(C)C)c1ccc2ccccc2c1 (stereo not drawn)	-19%	·	-4%
O=C(NCc1ccccc1F)C1CCN(C(=O)NCc2ccccc2)CC1	4%	6%	7%
Cc1ccc(-c2ccc(/C=C3\C(=O)ON=C3c3ccccc3)o2)c([N+](=O)[O-])c1	5%	4%	-13%
COc1ccccc1NC(=O)N1CCN(Cc2nc3ccc(C)cc3o2)CC1	-1%	·	21%
Cc1cc(C2=NNC(=NC3CC3)SC2)c(C)n1Cc1ccco1	5%	-22%	5%
O=C(COc1ccccc1)Nc1ccc(CN2CCCCC2)cc1	0%	-14%	15%
O=C(O)c1cc(N/C(=N\S(=O)(=O)c2ccc(F)cc2)c2ccccc2)ccc1O	-11%	-11%	9%
CCOc1ccc(N=C2NN=C(c3cc(C)n(CC4CCCO4)c3C)CS2)cc1 (stereo not drawn)	8%	-14%	3%
CS(=O)(=O)c1ccc(CNC(=O)C2(C(F)(F)F)C/C(=C/CCO)CCCO2)cc1 (stereo not drawn)	5%	6%	1%&-19%
COc1cc(/C=N/Nc2nc(C)cc(=O)[nH]2)cc(OC)c1O	·	-6%	-12%
CCCN(CCC)S(=O)(=O)c1ccc(C(=O)NCc2ccco2)cc1	5%	-8%	1%
CCCn1nnc(NC(=S)NC(=O)/C=C/c2ccco2)n1	·	-5%	?
COc1ccc(-c2cc(C(=O)N3CC4(C)CC3CC(C)(C)C4)no2)cc1OC (stereo not drawn)	7%	8%	10%
COc1ccc(N2CCN(C(c3cccs3)C(C)NC(=O)c3ccco3)CC2)cc1 (stereo not drawn)	1%[56.1 µM]	4%	-5%
CCc1ccc(CNC(=O)c2nn(-c3ccc(C)c(C)c3)nc2CO)cc1	0%	·	-4%
COc1ccc2[nH]c3c(C)c4ccncc4c(C)c3c2c1	6%	-14%	2.8µM*
COc1ccccc1Cn1c(=S)[nH]c2cc(C(=O)NCC3CCCO3)ccc2c1=O (stereo not drawn)	-1%	5%	-2%
COC(=O)c1c(C(=O)OC)c2n(c1C)CCC2	2%	4%	-3%
COc1ccccc1Oc1cc(F)nc(N)n1	2%	-4%	-2%
c1ccc2oc(-c3[nH]ncc3CN3CCC(N4CCSCC4)CC3)cc2c1	-2%	1%	8%
O=C(Nc1ccc(CN2CCCCC2)cc1)Nc1ccccc1Cl	1%	3%	0%
CCCCOc1ccc(/C=C/C(=O)N(CC)CC(=O)Nc2ccc3c(c2)OCCO3)cc1OC	4%	-11%	-12%
CCC[C@@H]1C[C@@H](C(=O)NC(C(C)Cl)[C@H]2O[C@H](SC)[C@H](O)[C@@H](O)[C@H]2O)N(C)C1 (stereo partly drawn)	9%	-18%&-4%	9%
COc1ccc2oc(=O)c(C(=O)Nc3ccccc3-c3ccccc3)cc2c1	5%	-3%	-6%
CCOc1c(C)cnc2c1c(=O)n(Cc1ccc(Cl)cc1)c(=O)n2C	1%	-4%	12%
Cn1c(CCc2ccccc2)nnc1SCC(=O)N1CCCC1	6%	1%	-4%
CCCCC(=O)Nc1cccc(C(C)O)c1 (stereo not drawn)	0%	-16%	·
O=S(=O)(c1ccccc1)C1(C2CC(c3ccccc3)=NO2)CC(O)C1 (stereo not drawn)	·	-16%	18%
O=C(Oc1cccc2ccccc12)c1cc(Cl)nc2ccccc12	0%	11%	9%
COc1cc(OC)c([C@@H]2O[C@H](CO)[C@@H](O)[C@H](O)[C@H]2O)c(OC)c1	5%	6%	·
NS(=O)(=O)c1ccc(CCNC(=O)c2ccc3c(c2)OCCO3)cc1	0%	-1%	-1%
COc1c(C)cc(C(=O)C2CCCN(C(=O)CCCn3cncn3)C2)cc1C (stereo not drawn)	·	3%	0%
CCCc1cnc(N2CCN(S(C)(=O)=O)CC2)nc1	-1%	2%	2%
COc1ccccc1NC(=O)Cn1c(=O)n(Cc2nc(-c3ccccc3)no2)c(=O)c2ccccc21	3%	·	6%
CN(C)c1nc(N)c([N+](=O)[O-])c(NCCO)n1	2%	-18%	1%
Cc1cc2occ(CC(=O)NC3(C)CCS(=O)(=O)C3)c2cc1C (stereo not drawn)	2%	1%	-4%
NC(=O)NC(CC(=O)NCCc1ccc(S(N)(=O)=O)cc1)c1ccccc1Cl (stereo not drawn)	3%	-7%	2%
O=C(N/N=C/c1ccc2c(c1)OCO2)c1cc(-c2ccc(F)cc2)nc2ccccc12	-1%	13%	0%
CN(C)N=Nc1nc2c(c(=O)n(C)c(=O)n2C)n1CC1CO1 (stereo not drawn)	0%	-20%	3%
CCN(CC)C(=O)Oc1ccc2cc(Br)ccc2c1	-4%	0%	3%
CC(=O)c1ccc(N2C(=O)[C@@H]3[C@H](C2=O)[C@H]2c4ccccc4C=NN2[C@@H]3C(C)=O)cc1	4%	2%	10%
COc1ccc(C)cc1NC(=O)c1nn(C)cc1Br	·	0%	2%
COCCN(C(=O)CNC(=O)c1cccs1)C(C(=O)NC1CCCCC1)c1ccco1 (stereo not drawn)	-1%	-4%[2.35 µM]	-2%
Nn1c(Cc2cccc3ccccc23)nnc1SCC(=O)NCC1CCCO1 (stereo not drawn)	·	0%	0%
CCOC(=O)N1CCN(C(=O)C(=O)NN)CC1	5%	0%	-2%
O=S(=O)(c1ccc(Cl)cc1)N1CN(CC2CCCO2)c2nc3ccccc3nc21 (stereo not drawn)	4%	2%	-24%
COc1ccc(OCC(=O)OCC(=O)NC2CC2)cc1	1%	·	-1%
CCC(=O)Nc1nnc(S(=O)(=O)N(CC)c2cc(C)cc(C)c2)s1	·	2%	0%
O=C(Cc1ccccc1)Nc1ncnc2c1C(c1ccccc1)c1c(ccc3ccccc13)O2 (stereo not drawn)	1%	·	-3%
O=C(NCC(=O)N1CCN(c2ncccn2)CC1)c1ccccc1OC(F)F	1%	·	4%

# An excerpt of these results, field by field:
COc1c(C)cc(C(=O)C2CCCN(C(=O)CCCn3cncn3)C2)cc1C (stereo not drawn)
  TDP1 block: ·
  N370S GC mod: 3%
  FEN1 inhibitor: 0%

CCCc1cnc(N2CCN(S(C)(=O)=O)CC2)nc1
  TDP1 block: -1%
  N370S GC mod: 2%
  FEN1 inhibitor: 2%

COc1ccccc1NC(=O)Cn1c(=O)n(Cc2nc(-c3ccccc3)no2)c(=O)c2ccccc21
  TDP1 block: 3%
  N370S GC mod: ·
  FEN1 inhibitor: 6%

CN(C)c1nc(N)c([N+](=O)[O-])c(NCCO)n1
  TDP1 block: 2%
  N370S GC mod: -18%
  FEN1 inhibitor: 1%

# FEN1 inhibitor, hit marks shown above.
SMILES	TDP1 block	N370S GC mod	FEN1 inhibitor
COc1ccc2[nH]c3c(C)c4ccncc4c(C)c3c2c1	6%	-14%	2.8µM*

# Single entries from the results shown.
# FEN1 inhibitor result of COc1ccc(C)cc1NC(=O)c1nn(C)cc1Br : 2%
# TDP1 block result of Cc1cc2occ(CC(=O)NC3(C)CCS(=O)(=O)C3)c2cc1C (stereo not drawn) : 2%
